GALR2 blocker: GALR2 antagonists in receptor-expressing cells, primary screen | Galanin receptor type 2 (Homo sapiens), O43603 | antagonist mode | inhibition, % at 4 µM | 140,000 compounds, 0.39% hits; in the data active means inhibition above about 27%;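 further: cells stimulated with galanin 1-16 at roughly its EC80; 0% = agonist challenge control and 100% = basal control without agonist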
Target sequence (O43603 whole entry, looked up): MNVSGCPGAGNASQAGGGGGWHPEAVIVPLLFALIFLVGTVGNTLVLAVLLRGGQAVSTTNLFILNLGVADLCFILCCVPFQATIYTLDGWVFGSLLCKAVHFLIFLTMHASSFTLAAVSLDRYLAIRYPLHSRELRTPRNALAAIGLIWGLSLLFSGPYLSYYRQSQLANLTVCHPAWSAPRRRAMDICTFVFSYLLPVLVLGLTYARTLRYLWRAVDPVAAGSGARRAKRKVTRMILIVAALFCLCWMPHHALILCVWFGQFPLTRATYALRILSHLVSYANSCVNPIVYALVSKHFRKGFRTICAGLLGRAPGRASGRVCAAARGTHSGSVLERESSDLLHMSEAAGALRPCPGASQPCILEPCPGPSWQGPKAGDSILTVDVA
Yeast lifespan up: compounds extending yeast replicative lifespan, primary screen, S. cerevisiae, OD615; S. cerevisiae growth with nicotinamide; deaD strain in restrictive glucose medium; inhibition of the nicotinamide effect, % at 10 µM; 130,000 compounds, 0.68% hits; AID 775, 2007;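 active means inhibition above a set limit, placed 3 SD over the median of all compounds, cut at about 26% in these data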;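 further: 0% = nicotinamide-treated wells and 100% = cells grown without nicotinamide; some compounds called inactive have numbers as strong as hits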
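Measured by: optical density (absorbance) at 615 nm; System: modified budding yeast, DeaD strain; Medium: restrictive CSMM-D dextrose medium; Timing: 4 h preincubation then 48 h treatment at 30 °C.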
Measles CPE: compounds protecting cells from measles virus cytopathic effect, primary screen, measles RdRp inhibitor project, single point, MLSMR library, absorbance; AID 841, 2007; 140,000 compounds, 1.5% hits; protection (pct of control), % at 4 µM; Measles virus-infected cells, CPE protection; in the data active means protection mostly above about 24%, no sharp cut-off; inactive means mostly below about 26%; further: some compounds called inactive have numbers as strong as hits
Phagocytosis inh: inhibitors of macrophage phagocytosis, primary screen, imaging, J774A.1 cells, IgG beads; J774A.1 macrophage IgG-bead phagocytosis; inhibition, % at 5 µM; 110,000 compounds, 0.07% hits;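 active means inhibition above the mean of the plate negative controls plus 5 SD, cut at about 13% in these data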;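 further: phagocytic index as fraction of beads internalized from green versus red external bead signal; plate controls were DMSO negative control for no effect and cytochalasin-D positive control for full effect; some results beyond the cut were filed as inactive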
PTEN del growth: growth suppression of PTEN-null HCT116, primary screen, cell-based, CellTiter-Glo. HCT116 PTEN-null viability, 60 h; active compounds read low. viability, % at 10 µM. 140,000 compounds, 1.2% hits;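 active means viability at or below a set limit, 4 SD under the median of all tested compounds, cut at about 3.7% in these data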;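 further: PTEN knockout HCT116 line with beta catenin targeted HCT116 as companion control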
bCat KO growth: primary screen for growth suppressors in beta-catenin knockout HCT116 cells (colon tumor, human); HCT116 beta-catenin knockout viability, CellTiter-Glo, 60 h; active compounds read low; viability, % at 10 µM; 140,000 compounds, 1.5% hits; AID 818, 2007;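 active means viability at or under a set limit, the compound median less 4 SD, cut at about 6% in these data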;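 further: 0% = Hyamine 1622 control at 20 µM and 100% = untreated cell control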
NPY Y2 blocker: NPY-Y2 receptor antagonists, primary screen, cell-based; Neuropeptide Y receptor type 2 (Homo sapiens), P49146; NPY-Y2 expressing cells, antagonist mode; inhibition, % at 2.7 µM; 140,000 compounds, 0.99% hits; AID 793, 2007; in the data active means inhibition above about 17%;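 further: 0% = vehicle with agonist challenge and 100% = reference antagonist with challenge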
Target sequence (P49146 whole entry, looked up): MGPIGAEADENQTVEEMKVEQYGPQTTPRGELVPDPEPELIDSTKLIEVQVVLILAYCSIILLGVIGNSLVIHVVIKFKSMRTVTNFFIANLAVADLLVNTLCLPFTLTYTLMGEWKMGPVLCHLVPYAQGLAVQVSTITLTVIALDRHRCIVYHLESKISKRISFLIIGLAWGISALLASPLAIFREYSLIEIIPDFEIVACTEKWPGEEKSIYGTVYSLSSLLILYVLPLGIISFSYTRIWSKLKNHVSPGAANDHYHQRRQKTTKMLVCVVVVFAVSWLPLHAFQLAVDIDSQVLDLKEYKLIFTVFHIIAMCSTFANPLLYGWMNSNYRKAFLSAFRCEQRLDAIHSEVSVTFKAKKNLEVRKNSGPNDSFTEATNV
BB579 growth dn: growth inhibitors of yeast BB579 in restrictive medium, primary screen, yeast lifespan-shortening project, S. cerevisiae | OD615, 48 h | inhibition, % at 10 µM | 140,000 compounds, 0.51% hits | AID 804, 2007;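 active means inhibition above a set limit, 3 SD over the mean compound inhibition, cut at about 44% in these data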; further: inactives centre near -24
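System: DeaD yeast strain BB579; buffer or medium: CSMM-D dextrose restrictive medium; technique: OD at 615 nm; schedule: 4 h cell preincubation, 48 h compound exposure, 30 °C humidified; doses: single 10 µM dose; controls: amphotericin B 10 µg/mL, positive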
E-sel TNF inh: E-selectin induction blockers in HUVEC – imaging, immunofluorescence, high content, primary screen. HUVEC TNFa-induced E-selectin immunofluorescence. inhibition, % at 2 µM. 120,000 compounds, 0.71% hits. AID 1246, 2008;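 active means inhibition above the batch mean plus 3 SD, and confirmed as a hit on visual image review, cut at about 43% in these data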;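 further: 0% = TNF-stimulated DMSO wells and 100% = unstimulated control wells; not every result past the cut was called active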
MRP-1 activ: H69AR viability gain despite doxorubicin, primary screen, MRP-1 activator project, H69AR cells, CellTiter-Glo; viability increase, % at 10 µM; AID 799, 2007; 140,000 compounds, 0.61% hits; viability rescue;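 active means viability gain under doxorubicin at or above a set limit, the compound median plus 3 SD, cut at about 4.7% in these data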;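 further: MRP-1 overexpressing cells given doxorubicin 25 µM after compound pretreatment; 18-22 h compound pretreatment then 72 h with doxorubicin before readout; 0% = doxorubicin-only wells and 100% = vehicle-treated cells without doxorubicin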
The depositor's hits bear a star; / = no result given.

SMILES	GALR2 blocker	Yeast lifespan up	Measles CPE	Phagocytosis inh	PTEN del growth	bCat KO growth	NPY Y2 blocker	BB579 growth dn	E-sel TNF inh	MRP-1 activ
COc1ccc(OCC(=O)OCC(=O)NCc2ccco2)cc1	10	-2	14	-2	98	91	2	-9	2	-2.6
Cc1ccc(S(=O)(=O)N2CCOCC2)cc1C(=O)Nc1ccc2c(c1)CCC2	9	-6	20	9	84	85	3	-14	/	-2.4
O=C(CSc1ccc(Cl)cc1)Nc1ccc(NC(=O)c2ccco2)cc1	-3	-4	4	0	100	104	-1	-32	-17	-1.4
Cc1cc(C)c2c(c1)-c1c(ssc1=S)C(C)(C)N2C(=O)CSc1nncn1C	-5	-7	7	-1	63	64	-2	-5	-11	-2.1
Fc1ccc(Cn2c(SCc3ccc(F)c(C(F)(F)F)c3)nnc2C(F)(F)F)cc1	12	-5	7	/	54	57	13	-28	-23	-0.8
O=C(NCCN1CCN(c2ccccc2F)CC1)c1cccn2c(=O)c3ccccc3nc12	-6	2	1	0	62	72	9	-40	/	-1.3
CC(C)c1ccccc1N1CC(C(=O)O)CC1=O (stereo not given)	11	-8	9	0	104	88	6	0	/	-1.9
NC(=O)c1ccc(NC(=O)COC(=O)c2c3c(nc4ccccc24)/C(=C\c2ccc4c(c2)OCO4)CCC3)cc1	12	-6	9	-14	59	72	0	-26	1	-5.7
COC(=O)Cc1c(C)c2ccc(OCC(=O)N3CCOCC3)cc2oc1=O	-1	-8	26	-1	93	87	0	-11	-10	-2.2
COc1ccc(OC)c(S(=O)(=O)Nc2ccc(C(C)=O)cc2)c1	5	-4	11	-2	86	94	1	-27	-18	-0.3
Cc1ccc(NC(=O)C(=O)NCCN2CCN(Cc3ccc([N+](=O)[O-])cc3)CC2)cc1	0	3	1	-3	91	80	6	-22	/	-2.2
CC(=O)Nc1cc(-c2nn(CC(=O)N3CCCCC3)c(=O)c3ccccc23)ccc1N1CCOCC1	3	0	1	0	71	67	-3	-26	-56	-1.1
COc1cccc(C(=O)CN(C(=O)c2ccc(Cl)c(Cl)c2)N2C(=O)c3ccccc3C2=O)c1	-10	-20	6	3	101	111	4	-28	-51	-2.7
CC(C)C(c1nnnn1Cc1ccccc1)N1CCc2ccccc2C1 (stereo not given)	2	14	25	0	89	89	1	6	-37	-0.5
O=C(Nc1ccccc1C(=O)NCCCn1ccnc1)c1ccc(Cl)cc1Cl	3	/	1	/	96	77	-2	-13	14	-4.7
CCOc1ccc(NC(=O)C2CCCN(C(=O)NCc3ccccc3)C2)cc1 (stereo not given)	1	/	6	/	87	76	2	-22	-7	-1.9
O=C(CCNC(=O)Cn1ccc2ccccc2c1=O)NCCCN1CCN(c2ccccc2F)CC1	5	-5	6	-1	84	77	4	4	/	-3.7
O=C(CN1CCCCC1)N1c2ccccc2Sc2ccc(C(F)(F)F)cc21	13	/	6	/	72	79	5	-12	-39	-0.8
Cc1ccnc2nc(C(=O)N3CCN(S(=O)(=O)c4ccccc4)CC3)nn12	-8	-9	22	0	107	102	5	-80	/	0.4
C=CCNC(=O)c1ccccc1NC(=O)c1ccc(Cl)c(S(=O)(=O)Nc2ccccc2)c1	-10	32	3	-2	36	44	1	-40	-39	-3.5
Cc1cccc(CSc2cn(CC(=O)N3CCOCC3)c3ccccc23)c1	-15	2	24	-4	68	69	3	-18	14	-2.6
O=C(C1CCC1)N1CCc2cc(S(=O)(=O)Nc3ccc4c(c3)OCO4)ccc21	-4	/	6	/	74	66	19*	-46	-20	1.0
O=C(N/N=C/c1c[nH]c2ccccc12)C1CC1c1ccccc1 (stereo not given)	21	-3	/	-9	71	67	2	-29	/	0.3
O=C(CCCC(=O)OCC1CCCO1)OCC1CCCO1 (stereo not given)	2	-8	8	0	87	96	0	-43	/	-0.9
COc1ccc(-n2cnnc2SCC(=O)NC2CCCc3ccccc32)cc1 (stereo not given)	-4	-1	13	-6	100	90	2	-16	12	-2.6

Whole records from above. Values in the order: GALR2 blocker	Yeast lifespan up	Measles CPE	Phagocytosis inh	PTEN del growth	bCat KO growth	NPY Y2 blocker	BB579 growth dn	E-sel TNF inh	MRP-1 activ
Profile of Cc1ccnc2nc(C(=O)N3CCN(S(=O)(=O)c4ccccc4)CC3)nn12 : -8	-9	22	0	107	102	5	-80	/	0.4
Profile of NC(=O)c1ccc(NC(=O)COC(=O)c2c3c(nc4ccccc24)/C(=C\c2ccc4c(c2)OCO4)CCC3)cc1 : 12	-6	9	-14	59	72	0	-26	1	-5.7

(continued)
SMILES	GALR2 blocker	Yeast lifespan up	Measles CPE	Phagocytosis inh	PTEN del growth	bCat KO growth	NPY Y2 blocker	BB579 growth dn	E-sel TNF inh	MRP-1 activ
CC1CCN(c2ccc(C(=O)Nc3ccc4c(c3)OCO4)cc2[N+](=O)[O-])CC1	21	-3	3	-8	48	44	3	-17	/	4.1
Cc1cnc(NC(=O)c2sc3ccccc3c2Cl)s1	0	0	7	-3	67	72	4	-51	-26	-1.9
CCCCN(C)C(=O)C1CCN(Cc2ccc(OCc3ccccc3)cc2)CC1	4	/	2	/	61	44	16	-22	-11	-1.7
CCOC(=O)C1=NN(c2ccccc2)C(=O)/C1=C\c1ccc(N(C)C)cc1	0	3	8	0	52	65	4	-40	-1	-1.8
c1ccc(Cn2nnnc2CN2CCN(Cc3ccc4c(c3)OCO4)CC2)cc1	16	-1	20	0	99	94	3	-3	-10	-2.9
CCc1cccc(CC)c1NC(=O)COC(=O)Cc1ccsc1	-3	0	31	-1	96	90	8	-44	-38	2.7
COc1ccc(Nc2nc(-c3cccs3)nc3ccccc23)c(OC)c1	17	-3	7	-5	78	86	4	-15	/	2.1
COc1ccc(Nc2cc(C)nc3nc(C)nn23)cc1Cl	-1	-3	7	0	95	76	0	-10	/	-2.1
c1ccc(SCc2nc(-c3cccnc3)no2)cc1	3	-13	19	2	109	96	1	-46	-30	-0.8
O=C(CNC(=O)c1ccc(Cl)cc1)N/N=C/C=C/c1ccccc1	1	-1	26	-8	92	94	7	-18	/	-2.4
CC1=C(C(N)=O)C(c2cccc(OCc3ccccc3)c2)n2nnnc2N1 (stereo not given)	16	-6	22	/	76	63	3	-36	-13	-5.5
Cc1cc(C)nc(N(C#N)CN2C(=O)c3ccccc3C2=O)n1	4	-3	10	0	106	99	4	-88	38	0.4
Clc1ccc(CCNc2nc3ccccc3s2)cc1	-1	-27	14	/	78	70	0	68*	0	2.7
O=C(c1sc2ccccc2c1Cl)N(Cc1ccccc1Cl)C1CCS(=O)(=O)C1 (stereo not given)	-1	-6	4	-2	73	79	-1	-20	0	-2.0
Cc1cccc(-n2ncc3c(N)ncnc32)c1	6	-8	9	1	89	93	2	-36	-4	-4.1
CCOc1ccc(CCNC(=O)CCc2nc(-c3ccc(OC)cc3)no2)cc1OCC	5	20	14	2	94	99	-4	-39	2	1.2
CCOc1ccc2c(=O)c(Oc3ccccc3)c(C)oc2c1	6	-7	8	/	85	96	1	-34	-40	1.7
O=C(CCN1C(=O)C2C3C=CC(C3)C2C1=O)N1CCN(c2ccccc2Cl)CC1 (stereo not given)	-10	4	23	-5	96	95	1	-41	8	-0.5
Cc1ccccc1C(=O)NC(C)c1ccc2c(c1)CCCC2 (stereo not given)	-2	10	5	/	74	75	1	-18	7	-0.5
O=C1C(Cl)=C(Nc2ccccc2O)C(=O)N1c1ccccc1	23	3	6	1	78	83	1	-47	/	-4.2
Cc1cccc(NS(=O)(=O)c2cc(C(=O)OC(C)C(=O)NCc3ccc4c(c3)OCO4)ccc2C)c1 (stereo not given)	-5	3	5	-11	71	79	4	-29	/	4.8*
COc1ccc(Cl)cc1N1C(=O)C2CCCN2C1c1ccc(F)cc1 (stereo not given)	-11	-11	4	0	104	92	0	-24	-8	-2.1
Nc1cc(OC(=O)c2cccs2)nn1S(=O)(=O)c1ccc(F)cc1	5	5	16	0	103	98	2	-23	/	-2.5
CC(=O)CC(=O)Nc1ccn(-c2ccccc2)n1	-2	-5	14	0	111	110	5	-52	3	4.2
CCCC(c1nnnn1Cc1cccs1)N1CCN(C2CCCC2)CC1 (stereo not given)	1	-1	20	-3	74	79	15	-24	-58	-2.4
SMILES	GALR2 blocker	Yeast lifespan up	Measles CPE	Phagocytosis inh	PTEN del growth	bCat KO growth	NPY Y2 blocker	BB579 growth dn	E-sel TNF inh	MRP-1 activ
O=[N+]([O-])c1ccc(O)c(N=Cc2sc3ccccc3c2O)c1	-1	-1	10	-1	3.7*	1.9*	-1	-54	-24	5.5*
COc1ccc(/C=C/C(=O)NC2CCCCCC2)cc1S(=O)(=O)N1CCOCC1	-3	-1	2	-5	82	77	1	14	33	-2.4
Cc1ccc(CCNC(=O)c2nnn(-c3cccc(C)c3)c2N)cc1	-5	-19	3	0	74	77	3	-20	-8	2.3
O=C1CC(c2ccco2)CC(O)=C1C=NCCN1CCNCC1 (stereo not given)	1	-6	5	0	101	93	0	-41	-3	-0.6
COc1ccc(Cn2c(=S)[nH]c3ccsc3c2=O)cc1	17	0	-3	-3	100	95	3	-2	/	-1.2
CCn1cc(Cl)c(C(=O)Nc2nc3ccccc3n2CCN2CCCCC2)n1	3	-2	6	2	90	85	7	20	-2	-3.2
Cc1ccc(-n2ncc3c(NCc4cccnc4)ncnc32)c(C)c1	9	3	11	-3	67	55	1	-34	3	-0.6
CC1(C)CC(N2CN(C3CCCCC3)CC2=O)CC(C)(C)N1	-6	-2	39	0	103	87	3	-41	/	-0.3
Cc1nc(C(=O)Nc2cc(Cl)ccc2Cl)nn1-c1cc(OC(C)C)c(Cl)cc1Cl	4	-10	18	-6	83	93	2	-43	-22	0.9
Cc1ccc(C2C(C=Nc3c(C)n(C)n(-c4ccccc4)c3=O)=C(c3ccccc3)Oc3ccccc32)cc1 (stereo not given)	1	6	18	/	71	72	0	-98	4	2.7
COc1cccc(-c2nn[nH]n2)c1O	0	10	11	-3	91	100	9	-46	1	-0.1
Cc1ccc(Nc2c(N)c(=O)oc3ccccc23)cc1	6	/	6	/	25	34	6	-34	-7	-6.3
COc1cc(CC(=O)Oc2ccc3c(c2)OCO3)cc(OC)c1OC	4	-14	24	-2	89	89	2	-11	91*	-1.0
COc1ccc(Oc2nc3ccccc3nc2C(F)(F)F)cc1	5	-11	7	/	89	86	3	-42	5	-0.6
CCC(C)(C(=O)Nc1ccc2c(c1)OCCO2)N(C(C)=O)c1ccc(C(N)=O)cc1 (stereo not given)	2	-12	9	/	108	107	1	-32	/	-0.3
Cc1ccc(S(=O)(=O)N2CCC(=O)N(CCOC(=O)Nc3cccc(Cl)c3)CC2)cc1	-7	-3	28	/	81	88	-1	-19	-9	-1.6
Cc1ccccc1Cn1nc(C)c(NC(=O)/C=C/c2cnn(C)c2)c1C	6	9	4	-1	86	86	-1	-21	0	-3.8

Bioassay records (PubChem)

Hits appear at their usual frequency; 6.1% or so of the library scored in one or more.
